# High-throughput results: PubChem, The Scripps Research Institute Molecular Screening Center
# ZTA DNA inh: counter-screen for EBNA-1 inhibitors: inhibitors of Epstein-Barr virus ZTA | P03206 | ZTA-DNA binding, fluorescence polarization | inhibition, % at 11 µM | actives 0.15% (n = 320,000); in the data active = inhibition above about 33%
# PAFAH1B3 FP inh: PAFAH1B3 enzyme inhibitors, primary screen, biochemical, fluorescence polarization, human; Platelet-activating factor acetylhydrolase IB subunit alpha1 (Homo sapiens), Q15102; recombinant PAFAH1B3, FP-rhodamine probe; inhibition, % at 3.39 µM; actives 0.28% (n = 340,000); AID 492972, 2010;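 active = inhibition above the screen-wide average of all tested compounds plus 3 SD, cut at about 25% in these data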;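 also: 0% = enzyme with DMSO only and 100% = wells lacking PAFAH1B3 protein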
# Target sequence (Q15102 whole entry, looked up): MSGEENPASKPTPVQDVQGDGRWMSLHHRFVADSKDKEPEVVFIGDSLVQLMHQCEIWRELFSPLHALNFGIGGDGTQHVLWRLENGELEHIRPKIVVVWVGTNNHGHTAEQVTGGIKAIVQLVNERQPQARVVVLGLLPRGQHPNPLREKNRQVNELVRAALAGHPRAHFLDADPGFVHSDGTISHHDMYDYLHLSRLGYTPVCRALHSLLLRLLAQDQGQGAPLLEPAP
# LYPLA2 inh: LYPLA2 inhibitors, primary screen, counter-screen for PME1 inhibitor project, biochemical, fluorescence polarization, FP-Rh probe ABPP; Acyl-protein thioesterase 2 (Homo sapiens), O95372; recombinant LYPLA2; inhibition, % at 5.9 µM; actives 0.38% (n = 320,000); AID 2177, 2009;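 active = inhibition above the screen-wide mean plus 3 SD, limit set per campaign, cut at about 26% in these data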;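 also: 0% = LYPLA2 with DMSO and 100% = wells lacking LYPLA2 enzyme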
# Target sequence (O95372 whole entry, looked up): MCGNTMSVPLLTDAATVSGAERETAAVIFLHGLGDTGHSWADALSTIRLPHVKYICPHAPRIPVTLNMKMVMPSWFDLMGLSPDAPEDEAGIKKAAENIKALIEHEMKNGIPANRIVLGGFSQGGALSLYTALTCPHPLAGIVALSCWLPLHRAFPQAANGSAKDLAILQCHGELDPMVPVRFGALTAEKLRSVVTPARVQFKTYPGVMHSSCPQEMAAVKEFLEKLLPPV
# PAD4 FP inh: human PAD4 inhibitors, primary screen, biochemical, fluorescence polarization, 1536-well format; actives 0.41% (n = 330,000); recombinant PAD4, RCA probe fluorescence polarization; inhibition, % at 6.36 µM;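 active = percent inhibition above a cutoff equal to the mean of all tested compounds plus 3 SD, cut at about 15% in these data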;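 also: 0% = PAD4 with RCA probe and DMSO and 100% = probe without PAD4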
# PAFAH2 inh: PAFAH2 enzyme inhibitors, primary screen, biochemical, fluorescence polarization, human | recombinant PAFAH2, FP-rhodamine activity probe | inhibition, % at 3.39 µM | actives 0.99% (n = 340,000) | AID 492956, 2010;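 active = inhibition above the mean over all tested compounds plus 3 SD, cut at about 30% in these data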;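 also: inhibitors block probe labeling of enzyme so polarization drops; 0% = enzyme with DMSO and 100% = wells lacking PAFAH2 protein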
# GSTO1 inh: inhibitors of recombinant GSTO1, primary screen, counter-screen for RBBP9 inhibitor project, biochemical, fluorescence polarization; Glutathione S-transferase omega-1 (Homo sapiens), P78417; activity-based probe fluorescence polarization; inhibition, % at 5.96 µM; actives 1.1% (n = 300,000);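 active = inhibition above the campaign mean inhibition plus 3 SD, cut at about 35% in these data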;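 also: 0% = GSTO1-1 with DMSO and 100% = wells lacking GSTO1-1 enzyme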
# Target sequence (P78417 whole entry, looked up): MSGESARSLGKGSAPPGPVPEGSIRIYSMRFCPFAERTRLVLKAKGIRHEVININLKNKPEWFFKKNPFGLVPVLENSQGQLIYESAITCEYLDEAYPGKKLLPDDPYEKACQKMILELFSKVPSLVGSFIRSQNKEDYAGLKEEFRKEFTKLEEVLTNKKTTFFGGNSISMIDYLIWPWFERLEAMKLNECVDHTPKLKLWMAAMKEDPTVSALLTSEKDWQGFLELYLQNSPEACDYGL
# EBNA-1 inh: EBNA-1 DNA-binding inhibitors, primary screen, biochemical, fluorescence polarization | AID 1950, 2009 | actives 0.34% (n = 300,000) | inhibition, % at 14.8 µM; in the data active = inhibition above about 28%
# LYPLA1 counter: LYPLA1 inhibitors, primary screen, counter-screen for PME1 inhibitor project, biochemical, fluorescence polarization, FP-Rh probe ABPP; Acyl-protein thioesterase 1 (Homo sapiens), O75608; recombinant LYPLA1; inhibition, % at 5.9 µM; actives 0.16% (n = 320,000); AID 2174, 2009;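 active = inhibition above the mean of all tested compounds plus 3 SD, set per campaign, cut at about 14% in these data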;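 also: inhibitors block serine hydrolase probe labeling of LYPLA1 so polarization falls; 0% = enzyme with DMSO and 100% = wells lacking LYPLA1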
# Target sequence (O75608 whole entry, looked up): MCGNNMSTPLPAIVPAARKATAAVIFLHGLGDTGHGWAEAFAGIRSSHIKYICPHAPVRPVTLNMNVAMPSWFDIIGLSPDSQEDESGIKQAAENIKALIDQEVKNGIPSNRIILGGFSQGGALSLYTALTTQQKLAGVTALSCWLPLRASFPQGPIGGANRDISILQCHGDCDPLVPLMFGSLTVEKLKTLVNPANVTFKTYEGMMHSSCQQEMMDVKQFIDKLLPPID
# PREPL inh: PREPL enzyme inhibitors, primary screen, biochemical, fluorescence polarization; recombinant PREPL, fluorescence polarization activity-based probe; inhibition, % at 5.96 µM; actives 0.68% (n = 320,000); AID 2751, 2010; Prolyl endopeptidase-like (Homo sapiens), Q4J6C6; in the data active = inhibition above about 43%;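 also: 0% = enzyme with DMSO and 100% = wells lacking enzyme; many of its hits are not listed in these tables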
# The depositor's hits bear a star; / = not tested or not shown. These rows are one share of the data. The share of hits here may be higher or lower than overall.
mol	ZTA DNA inh	PAFAH1B3 FP inh	LYPLA2 inh	PAD4 FP inh	PAFAH2 inh	GSTO1 inh	EBNA-1 inh	LYPLA1 counter	PREPL inh
COc1ccc(-c2nnn(Cc3nc(N)nc(N4CCCCC4)n3)n2)cc1	6	8	-9	3	-1	4	5	-7	25
CCCNC(=O)Cn1c(=O)cnc2ccccc21	-6	0	6	2	-9	-5	-1	-4	-5
COc1cccc(C(=O)Nc2ccccc2C(=O)N2CCCC2)c1	2	5	-3	-5	0	-1	-6	-3	1
CC(C)c1ccc(/C=C(\NC(=O)c2ccccc2)C(=O)NCCN2CCOCC2)cc1	4	-2	4	0	1	-1	13	0	2
CCC(C)c1ccc(NC(=O)c2[nH]c(C)c(C(C)=O)c2C)cc1 (stereo unspecified)	-2	1	4	3	2	-7	0	-18	-6
Cc1ccc(/C=c2\sc3nc(-c4ccco4)nn3c2=O)o1	1	9	-6	-4	39*	10	-4	-2	6
Clc1c(-c2ccccc2)nnn1-c1ccccc1	3	0	-2	-1	-8	1	5	-4	-6
COC(=O)C(CCSC)NC(=O)CNS(=O)(=O)c1ccc(Cl)cc1 (stereo unspecified)	-1	7	6	-3	-3	-2	8	-2	1
COc1ccc(-c2noc3c2-c2nc(-c4ccccc4)sc2CC3)cc1	-4	-7	-14	2	-9	9	8	-5	1
C=CCn1nnc2sc3c(c2c1=O)CCC(C)C3 (stereo unspecified)	11	4	-4	-3	7	2	-11	0	-1
CCOC(=O)c1csc(Nc2nc3ccc(F)cc3s2)n1	-2	6	0	3	4	0	13	0	-1
O=C(O)COc1cccc2nsnc12	5	6	3	-8	6	18	-5	2	6
CN(C(=O)n1cnc2ccccc21)c1ccccc1	-9	6	-1	3	1	3	-8	0	-1
Cc1c(Cl)cccc1NC(=S)NC1CCCC1	-8	5	9	-2	7	3	-11	4	-6
CCn1cc(CCC(=O)NCCN2CCOCC2)c2ccccc21	-14	6	6	1	-2	30	5	3	16
O=C(c1ccco1)N1CCc2ccccc21	2	5	5	0	8	1	-4	6	2
O=C(CCNC(=O)c1ccco1)Nc1ccccc1N1CCOCC1	3	4	-4	-7	0	8	-1	3	1
O=C(COC(=O)c1ccc([N+](=O)[O-])o1)Nc1ccc(Br)cc1F	/	4	/	-16	6	/	/	/	14
CSCCC(NC(=O)c1ccc([N+](=O)[O-])cc1Cl)C(=O)OCC(=O)NC1CCCC(C)C1C (stereo unspecified)	-15	-1	-5	1	33*	1	1	-2	2
Cc1ccc(S(=O)(=O)c2nc(S(=O)(=O)CCO)sc2N2CCOCC2)cc1	-3	7	-2	3	4	-8	-7	-4	-5

# (continued)
mol	ZTA DNA inh	PAFAH1B3 FP inh	LYPLA2 inh	PAD4 FP inh	PAFAH2 inh	GSTO1 inh	EBNA-1 inh	LYPLA1 counter	PREPL inh
COc1ccc(CC(=O)Nc2c3c(nn2-c2cccc(C)c2C)CS(=O)(=O)C3)cc1	11	3	8	-3	-3	13	-1	2	2
CCCCn1nc(C(=O)N(C)CC(=O)Nc2cccc(F)c2)c2ccccc2c1=O	-14	5	3	2	-10	1	-3	1	3
O=C(Nc1cccc(Cl)c1)c1cc2c(=O)n3ccccc3nc2s1	8	-21	-2	-1	-23	0	0	-4	1
COc1ccc(/C=N/Nc2ccccn2)c(OC)c1OC	-11	-2	1	-3	2	-8	-2	-1	10
O=C(Nc1cc(C(F)(F)F)ccc1-n1cncn1)c1ccc(Cl)cc1	-4	4	2	0	2	-3	-5	-3	19
CCCc1ccc(OCc2ccc(C(=O)OC)o2)c(OC)c1	-18	1	5	4	4	3	-7	4	11
O=C(N/N=C/c1ccc(N2CCOCC2)cc1)C1COc2ccccc2O1 (stereo unspecified)	-1	3	3	-2	-3	-6	10	1	7
CSCCCNC(=S)Nc1cccc(S(=O)(=O)NC2=NCCC2)c1	-3	9	-2	-1	-2	-7	0	2	9
O=C(COC(=O)CCOc1ccccc1)Nc1ccc(Cl)cn1	5	2	-1	0	11	3	-2	-4	-10
CCc1ccccc1Nc1nc(N)nc(COC(=O)CCC(=O)c2ccc(F)cc2)n1	2	12	4	0	7	/	/	2	2
O=S(=O)(NCC1OCCc2ccccc21)c1ccc(S(=O)(=O)N2CCOCC2)cc1 (stereo unspecified)	-6	8	-4	2	1	0	-12	-1	12
COc1cc2[nH]c(=S)nc(NCC3CCCO3)c2cc1OC (stereo unspecified)	10	-6	2	1	12	-4	4	0	20
O=C(/C=C/c1ccc(F)cc1)c1cc(Br)ccc1O	8	5	13	-4	-4	5	6	-2	-19
CC1CCCC(C)N1C(=O)COC(=O)Cc1ccc(F)cc1 (stereo unspecified)	-12	0	-3	2	-2	7	-7	4	8
CCOC(=O)Cn1c(C)c(Br)c(=O)c2cccc(C)c21	8	3	0	3	2	-1	6	-2	0
CN(C)CCCNCCCNC(=O)/C(=N\O)c1ccccc1	-10	6	0	2	-5	-6	11	-1	0
CCOC(=O)c1cccc(NC(=O)/C=C/c2ccc([N+](=O)[O-])cc2)c1	7	7	2	0	2	-4	8	3	6
O=C(CCN1C(=O)C2CC=C(Cl)CC2C1=O)Nc1ccccc1O (stereo unspecified)	2	12	5	2	5	6	4	2	6
Cc1ccc(S(=O)(=O)Nc2cccc(NC(=O)CN3CCCCC3)c2)cc1	-14	3	-7	-4	6	-2	-14	-2	9
CCOCCCNC(=O)c1ccc(N2CCCC2)c(NS(=O)(=O)c2ccc(C)cc2)c1	-10	3	5	0	3	10	6	1	10

# Further compounds
mol	ZTA DNA inh	PAFAH1B3 FP inh	LYPLA2 inh	PAD4 FP inh	PAFAH2 inh	GSTO1 inh	EBNA-1 inh	LYPLA1 counter	PREPL inh
C=CCOc1ccc(/C=C/C(=O)OCC(=O)Nc2c(C)n(C)n(-c3ccccc3)c2=O)cc1	4	-1	3	0	4	-2	-1	3	-9
Cc1cc(C)c2[nH]c(C)c(CN3CCCCCC3)c(=O)c2c1	-10	-5	8	-2	-6	8	2	1	14
O=C(Cn1cnc2ccccc2c1=O)Nc1ccc2c(c1)OCO2	-3	-8	2	-4	1	1	-1	-2	12
COC(=O)c1ccc(CSc2nc3ccc(C)cc3[nH]2)o1	-2	2	2	-2	3	-2	3	-1	10
CC(=O)N1CCc2cc(S(=O)(=O)NC3CCCCC3)ccc21	-7	0	3	-2	-4	11	-4	-2	2
O=C(NCC(c1cccnc1)N1CCN(c2ccccc2F)CC1)C1CCCCC1 (stereo unspecified)	-4	4	-12	-2	2	-6	-7	-5	10
CC1=NN(c2nc(-c3ccc(C)cc3)cs2)C(=O)C1N=Nc1cccc(O)c1 (stereo unspecified)	12	26*	-8	-9	18	14	15	-9	15
COc1ccc(Cl)cc1NC(=S)NCCN1CCOCC1	5	-2	5	0	2	6	-2	-1	-2
COCCCNC(=S)Nc1ccc(OC(F)F)cc1C	-10	-1	2	-5	6	1	-20	4	9
Cc1cc(C)nc(NC(=O)c2ccc(Cl)cc2Cl)n1	4	5	3	-3	10	9	-7	1	-2
Cc1ccc(CCNC(=O)c2cccc(N3CCCC3=O)c2)cc1	3	5	7	2	2	5	-5	2	10
CCOC(=O)CSc1[nH]c(=O)cc(C)c1C#N	2	6	4	-2	-8	-8	3	2	-7
O=c1cc(-c2ccc(O)c(-c3c(O)cc(O)c4c(=O)cc(-c5ccc(O)cc5)oc34)c2)oc2cc(O)cc(O)c12	2	54*	-35	-4	38*	0	34*	-22	41
COc1cc(NC(=O)COc2ccc(Cl)cc2)ccc1-c1cc2ccccc2oc1=O	15	-9	-7	-4	-15	-6	12	-8	0
COc1ccc(/C=C/c2nnc(NC(=O)C(C)(C)C)s2)cc1	-1	1	-4	-1	1	2	6	2	7
Cn1c(CNC(=O)c2ccc(Cl)cc2)nnc1SCC(=O)N1CCOCC1	5	1	0	0	-2	3	6	-3	5
COC(=O)Cc1ccc(NC(=S)NCc2ccccc2)cc1	-11	-1	8	0	1	3	2	-2	5
CCOC(=O)Cn1nc(C)cc1NC(=O)c1ccncc1	-10	13	7	-2	4	9	0	3	12
Cc1cccc2cc(C#N)c(N3CCCC3)nc12	12	-6	-3	-3	-2	7	15	-7	6
O=C(NCc1cccc(C(F)(F)F)c1)c1cc(Cl)ccc1Cl	-11	10	-2	5	3	0	-9	1	2

# Additional records.
mol	ZTA DNA inh	PAFAH1B3 FP inh	LYPLA2 inh	PAD4 FP inh	PAFAH2 inh	GSTO1 inh	EBNA-1 inh	LYPLA1 counter	PREPL inh
CSc1nc(SCC(=O)NCc2ccco2)c2c3c(sc2n1)CN(C)CC3	3	1	5	6	2	-2	3	0	17
Cc1cccc(C)c1OCCCCN1CCNCC1	-17	2	10	0	-1	5	5	2	-13
COc1ccccc1C(=O)NCCC(=O)NCC1CCCO1 (stereo unspecified)	18	4	4	-3	9	/	/	0	3
CN(C)CCC(=O)c1ccc(F)cc1	12	5	3	-4	-4	12	3	-1	-4
O=C(Nc1cccc(C(F)(F)F)c1)N(Cc1ccc(Cl)cc1)CC(O)C(F)(F)F (stereo unspecified)	-22	-2	0	6	-8	-7	-8	-2	2
O=C(c1cccnc1)N1CCN(S(=O)(=O)c2ccc(Cl)cc2)CC1	3	10	3	-3	1	0	0	2	8
COc1ccc(CCNC(=O)COC(=O)c2ccc(Br)o2)cc1	-9	5	0	4	-5	6	9	1	-2
COc1ccc(C(=O)NC(=S)NNC(=O)c2cnccn2)cc1	20	11	2	3	3	3	2	2	3
O=C(O)c1ccccc1OCc1nc2ccccc2s1	-12	12	0	1	-2	4	1	-2	2
Cc1n[nH]c(C)c1S(=O)(=O)N1CCOCC1	9	7	2	1	9	-4	7	-1	-4
COC(=O)c1ccc2c(=O)sc(N3CCC(C(N)=O)CC3)nc2c1	-7	8	2	-6	-4	-6	5	-1	-14
C/C(CCc1ccccc1)=N\NC(=O)c1ccccc1[N+](=O)[O-]	-8	1	3	-2	1	2	0	-2	13
COc1cccc(C2CC(c3ccc(Cl)cc3)n3nc(N)nc3N2)c1 (stereo unspecified)	-9	-4	5	0	-1	3	-1	1	41
Cc1nc(-c2ccc(S(=O)(=O)N3CCN(c4cccc(C)c4C)CC3)cc2)co1	-10	0	-11	2	-2	0	-14	-4	-24
Cc1c(-c2ccnc3cc(C(=O)O)nn23)cnn1C	12	17	-9	-1	0	1	5	-1	0
COc1ccc(NCc2nc3ccccc3n2CCOc2ccccc2)cc1	-8	5	4	-1	4	2	-8	-3	40
C=CCn1c(O)c(N=NC(=S)Nc2ccccc2C)c2cc(S(=O)(=O)N3CCOCC3)ccc21	13	6	-1	0	-1	42*	2	-1	5
Cc1cc(C)n(C(=O)CN(C)S(=O)(=O)c2ccc([N+](=O)[O-])cc2)n1	5	0	1	4	5	4	-2	-3	5
OCc1cc(-c2ccc(Cl)c(Cl)c2)on1	4	1	-2	-6	2	5	-6	-5	2

# 2 compounds from above, limited to LYPLA1 counter, PAFAH1B3 FP inh and PAFAH2 inh.
structure | LYPLA1 counter | PAFAH1B3 FP inh | PAFAH2 inh
COc1ccccc1C(=O)NCCC(=O)NCC1CCCO1 (stereo unspecified) | 0 | 4 | 9
COc1ccc(C(=O)NC(=S)NNC(=O)c2cnccn2)cc1 | 2 | 11 | 3
